All columns: NCI-60 one-dose screen, growth in % after 48 h at 10 µM unless noted; 100 = growth as untreated, 0 = no growth, -100 = all killed.
MOLT-4 = MOLT-4 leukemia cells; 80,000 tested, 6.9% active; AID 1794779
K-562 = K-562 leukemia. AID 1794777. 78,000 tested, 7.4% active
MDA-MB-468 = MDA-MB-468 breast cancer. 78,000 tested, 8.5% active
MCF7 = MCF7 breast cancer | 82,000 tested, 6.3% active
SR = SR leukemia cells. AID 1794780. 73,000 tested, 8.7% active
MDA-MB-435 = MDA-MB-435 melanoma; 82,000 tested, 7.8% active; AID 1794794
BT-549 = BT-549 breast cancer; 78,000 tested, 4.4% active
MDA-MB-231 = MDA-MB-231 breast cancer | 81,000 tested, 5% active | AID 1794789
* hit, by the source's call; · = not tested or not shown. How the source made its calls: active means growth percent below 10; inactive means the rest.

SMILES	MOLT-4	K-562	MDA-MB-468	MCF7	SR	MDA-MB-435	BT-549	MDA-MB-231
CCCCCCCCCC(CO)CCCCCCC (centres undefined)	88	114	105	98	91	110	102	128
CCCCN(CCCC)CCCCOC	88	101	128	95	92	123	103	100
O=C(Nc1ccc(Br)cc1)Nc1ccc(-c2ccc3c(c2)NC(=O)/C3=C\c2ccc[nH]2)cc1	36	19	-5.0*	8.3*	18	40	17	66
Nc1ncc2c(n1)-c1cccn1CCC2	105	103	120	95	99	107	108	97
COC(=O)C(C(=O)OC)C(C(=O)OC)C(=O)OC	107	113	106	92	101	108	127	117
COc1cccc(O)c1/C=C(/C)c1ccc2c(OC)cccc2[o+]1	107	96	112	94	88	87	96	101
CC(C)CSc1nc(NC2CC2)c(C#N)c(-c2ccc(C(C)C)cc2)n1	101	101	105	92	·	101	92	96
CSc1ccc(N2C(=N)C(=S)N(c3ccc(C)cc3)C2=O)cc1	90	82	121	85	80	102	72	101
Cc1ccc2nc(Sc3sc(N)nc3C)n(Cc3ccccc3)c(=O)c2c1	66	83	70	89	81	96	91	86
CC(C)Cn1cnc2c(SCc3ccccc3F)nc(N)nc21	82	·	100	100	77	113	91	98
Cc1c(C(=O)/C=C/c2ccc(N(C)C)cc2)nnn1-c1ccc(F)cc1	110	102	84	89	88	104	98	95
COc1cc(C(=O)N2CCN(c3ccccc3)CC2)c2ccccc2n1	30	16	5.1*	16	·	-24*	13	5.7*
CC(=O)[C@H]1CCC/C=C/[C@@H]2C[C@H](O)C[C@H]2[C@H](O)/C=C/C(=O)O1	-41*	·	-35*	3.8*	·	8.2*	9.7*	-34*
Nc1ccc(CCc2ccc(N)cc2)cc1	·	·	150	91	·	109	99	92
N#Cc1cc(-c2ccnc(Nc3ccc(N4CCN(C5COC5)CC4)cc3)n2)ccc1N1CCCC1	40	42	39	86	23	67	34	65
CCN(CC)c1ccc(/C=C2/C=Cc3ccccc32)cc1	63	·	87	62	64	102	108	100
CC(C)(C)C(=O)/C=C/c1ccccc1Cl	·	·	96	100	·	105	101	99
C=CCOC(=O)C1=C(C)NC2=C(C(=O)CC(c3ccc(Cl)cc3)C2)C1c1cc(OC)ccc1OC (centres undefined)	64	80	78	81	74	95	87	73
O=C(O)c1ccc(N2C(=O)/C(=C3\SC(=S)N(c4ccc(C(=O)O)cc4)C3=O)SC2=S)cc1	108	104	94	92	108	101	95	116
CC1(C)OC(CI)C(COS(C)(=O)=O)O1 (centres undefined)	78	105	93	73	56	92	108	119
COC(=O)c1ccccc1C(=O)c1ccccc1	125	138	·	107	119	116	102	103
Cc1ccc(S(=O)(=O)N(C(=S)OCCN2C(=O)c3ccccc3C2=O)c2c(F)cccc2F)cc1	96	96	82	85	81	68	88	73
CC(=O)OCC(=O)[C@@]1(O)CC[C@H]2[C@@H]3CCC4=CC(=O)CC[C@]4(C)[C@@]3(F)[C@@H](O)C[C@@]21C	90	108	121	87	100	115	103	103
C=C(C)[C@@H]1CC[C@]2(COC(=O)c3cccnc3)CC[C@@]3(C)[C@]4(C)CC[C@@H](C(=C)C)[C@](C)(CCCN)[C@H]4CC[C@]3(C)[C@@H]12	61	51	96	71	58	90	88	86
O=S(=O)(Nc1ccccc1)c1ccccc1	108	101	99	86	100	96	104	110
CSC1CCCCC1O (centres undefined)	99	106	101	96	97	96	101	108
O=C(CC(c1ccc(Br)cc1)c1cccc2ccccc12)c1ccc(Br)cc1 (centres undefined)	94	94	104	83	96	103	96	81
O=CNc1ccccc1O	80	97	116	90	85	118	·	83
Cn1c(=O)c2[nH]c(CCCCCc3nc4ccccc4[nH]3)nc2n(C)c1=O	117	107	101	109	115	95	120	106
Cc1cc(C)n(-c2nc(Nc3ccccc3)nc(Nc3ccc(S(N)(=O)=O)cc3)n2)n1	72	79	100	83	108	99	85	99
NCCCC(C(=O)O)N(C(=O)OCc1ccccc1)C(=O)OCc1ccccc1 (centres undefined)	91	100	102	100	81	109	108	127
COc1ccccc1/C=C1\NC(=S)N(/C=C2\C(=O)Oc3ccccc3C2=O)C1=O	95	105	109	103	81	101	99	90
O=S(=O)(OCCCCOS(=O)(=O)c1ccc(Br)cc1Br)c1ccc(Br)cc1Br	99	104	98	90	101	94	98	111
Nc1ccccc1-c1cc2c(c3c1[nH]c1ccccc13)-c1ccccc1C2	72	87	98	75	77	98	74	93
CCC(=O)C(CC)c1cccc(OC)c1 (centres undefined)	98	·	102	104	97	101	105	111
O=C(CCCOc1ccc(Cl)cc1Cl)NC(Cc1ccccc1)C(=O)O (centres undefined)	101	106	116	100	98	126	104	92
CC1=C(c2cc(-c3ccc(Cl)cc3)nc(=S)[nH]2)C(c2ccccc2)NC(=S)N1 (centres undefined)	100	102	116	89	91	109	95	99
O=C1C=C(C2CCCCC2)C(=O)c2ccccc21	82	84	64	80	74	107	89	79
Cc1c(Cl)cccc1NC(=O)COC(=O)CN1C(=O)NC(C)(C)C1=O	106	101	·	101	88	122	85	117
O=C(/C=C/c1ccccc1Br)c1cccc(OCCCOc2cccc(C(=O)/C=C/c3ccccc3Br)c2)c1	91	99	112	79	93	102	·	100
CC(=O)/C(=C/n1c(=S)sc2ccccc21)C(=O)Nc1ccccc1C	93	101	102	94	87	112	106	79
Cc1nn(-c2ccccc2)c2nc3[nH]c(=O)[nH]c(=O)c3nc12	·	·	122	98	·	109	90	118
CS(=O)(=O)c1ccc(-c2cc(-c3nnc(SC/C(=N/O)c4ccccc4)n3-c3ccccc3)c3ccccc3n2)cc1	97	91	105	105	99	103	115	86
COc1ccc(/C=C/C(=O)n2nc(-c3ccccc3)nc2-c2ccccc2)cc1	90	95	110	97	96	104	103	99
O=C1CC(c2ccc3c(c2)OCO3)Cc2oc3cc(O)c(O)cc3c21 (centres undefined)	75	85	104	79	74	104	77	85
O=C1NC(=Nc2ccc(Cl)cc2)S/C1=C\c1cn(-c2ccccc2)nc1-c1ccccc1	82	92	·	69	·	90	84	88
CCSC(=Nc1ccc(C)cc1)NC(=O)c1ccco1	85	79	93	86	86	104	90	108
O=[N+]([O-])c1ccc2c(c1)/C(=N/O)c1ccccc1-2	97	101	94	88	85	95	·	107
Cn1nc(C(=O)O)c(=O)[nH]c1=S	113	110	107	102	103	108	·	129
COc1ccc(C(=O)Nc2nc3ccc(OC(F)(F)F)cc3o2)cc1	88	92	116	97	·	98	108	111
CCCCCCC[C@@H](O)CC(=O)N[C@H](CCCCN)C(=O)N[C@H](Cc1c[nH]c2ccccc12)C(=O)NC(CCCCN)C(=O)N[C@H](CC(C)C)C(=O)N[C@H](Cc1ccccc1)C(=O)N[C@H](CCCCN)C(=O)N[C@H](CCCCN)C(=O)N[C@H](CC(C)C)C(=O)N1CCCC1C(=O)N[C@H](CCCCN)C(=O)N[C@H](Cc1ccccc1)C(=O)N[C@H](CC(C)C)C(=O)N[C@H](Cc1c[nH]cn1)C(=O)N[C@H](CC(C)C)C(=O)N[C@H](C)C(=O)N[C@H](CCCCN)C(=O)N[C@H](CCCCN)C(=O)N[C@H](Cc1ccccc1)C(=O)O (some centres undefined)	-26*	-33*	-58*	-24*	-13*	-39*	-43*	-71*
O=C1CCC(NCc2ccccc2)N1 (centres undefined)	107	100	101	95	112	98	98	103
CCOC(=O)c1cc(-c2ccccc2)nc(N)n1	108	104	·	88	106	102	103	97
CCCOC(=O)CCC(C)=O	99	94	90	98	105	105	105	103
O=C1c2ccccc2C(O)(c2ccccc2)N1c1ccncc1 (centres undefined)	99	103	94	101	100	103	99	87
O=c1scc(-c2ccc(Br)cc2)s1	80	82	104	87	·	98	102	100
CCOC(=O)c1c(N2CCOCC2)[nH]c(=O)c(C=Nc2cccc(Cl)c2)c1O	56	52	97	103	106	101	89	114
CC(C(=O)O)N1C(/N=C/c2ccc(Cl)cc2)=NNC1(C)c1ccccc1O (centres undefined)	83	54	105	81	86	104	104	77
O=c1[nH]c(=S)[nH]c(=O)n1CCc1ccc(Cl)cc1	95	93	107	96	109	99	88	104
COc1ccc(/C=C/c2nc(Oc3ccc(C(C)=O)cc3)c3ccccc3n2)cc1	67	43	31	36	72	44	103	73
More results follow.
SMILES	MOLT-4	K-562	MDA-MB-468	MCF7	SR	MDA-MB-435	BT-549	MDA-MB-231
O=C(/C=C/c1ccc(C(F)(F)F)cc1)Nc1ccc(C=C2c3ccccc3C(=O)c3ccccc32)cc1	48	·	33	47	19	6.9*	58	77
CC(O)CN1CCNCC1 (centres undefined)	102	112	·	114	·	106	·	101
CCOC(=O)c1cc(-c2ccc(OC)cc2)[nH]c1NNC(C)=O	38	62	·	134	·	105	108	98
CS(=O)(=O)c1ccc(-c2cc(-c3nnc(SCC(=O)Nc4ccc(Cl)cc4)n3-c3ccccc3)c3ccccc3n2)cc1	58	67	93	84	55	100	100	78
COc1ccc(C2=C/C(=C\c3ccc(Cl)cc3)C(=O)NN2C(=S)NN)cc1	98	94	83	75	93	109	101	96
O=C(CNc1ncnc2sc3c(c12)CCCC3)N=Nc1c(O)[nH]c2ccccc12	83	106	97	74	95	103	91	80
COc1ccc(/C=N/NC2=NC3C(N2)N(C)C(=O)N3C)cc1 (centres undefined)	106	109	105	95	103	97	102	110
O[C@@H](c1cc(C(F)(F)F)nc2c(C(F)(F)F)cccc12)[C@@H]1CCCCN1	67	86	99	84	71	96	91	59
Cc1cc(C)c2c(c1)C(c1ccc(O)c(C)c1)(c1ccc(O)c(C)c1)C(=O)N2	90	100	112	90	85	103	82	94
COc1ccc(Nc2nn3c(C)cc(C)nc3c2C(=O)Nc2ccc(C)cc2)c(OC)c1	107	108	92	101	·	105	96	108
ClC(Cl)(Cl)C1=NCc2nnn(Cc3ccccc3)c2N1	77	84	105	90	·	111	·	101
CC1(C)C2(C(N)=O)C(=O)NC(=O)C12C(=O)O (centres undefined)	99	96	95	96	89	99	109	111
CC(C)NC(=O)N1C(=O)CCC1C(=O)NCc1ccc(Cl)cc1Cl (centres undefined)	95	98	101	104	·	99	114	100
COc1cc(CNC(=O)Cc2ccccc2)ccc1OCc1cn(-c2ccc(Cl)c(Cl)c2)nn1	106	93	81	93	101	96	95	105
Clc1nc(Cl)c2ncn(CCOCCn3cnc4c(Cl)nc(Cl)nc43)c2n1	-69*	-63*	-72*	-49*	-76*	-90*	-94*	-90*
COc1cc(CNC(=O)/C=C/c2ccccc2)ccc1OCc1cn(-c2cccc(C(F)(F)F)c2)nn1	83	67	86	82	·	97	88	91
CCOC(=O)c1nnsc1C(OC)Oc1ccccc1 (centres undefined)	99	109	107	101	115	110	104	86
CC(C)c1cc(C(C)C)c(S(=O)(=O)Oc2ccc(NC(=O)C3CCCCCC3)cc2)c(C(C)C)c1	70	53	56	57	84	93	87	79
Cc1cccc(Cl)c1NC(=O)c1cnc(Nc2cc(N3CCOCC3)cc(N3CCOCC3)c2)s1	28	5.2*	-8.5*	75	16	10	56	20
CCCCN(CCCC)C(=O)CCl	86	95	105	98	99	110	111	120
N#C/C(=C/N1C(=O)/C(=C/c2ccc([N+](=O)[O-])cc2)SC1=S)C(N)=O	93	92	103	80	88	98	98	98
O=C(c1ccccc1)N1Cc2[nH]nc(-c3ccccc3)c2[C@H]2CCCCN21	108	99	100	88	97	102	102	88
OCCCc1ccc(Cl)cc1	96	106	112	88	99	100	93	98
CC(C)C1=NOC(=O)C1=Cc1cn(-c2cccnc2)nc1-c1ccccc1	12	73	108	·	-22*	95	125	96
CC1(C)CC([P+](c2ccccc2)(c2ccccc2)c2ccccc2)=NN1	21	9.9*	-13*	5.7*	·	28	·	65
Cc1cc(=O)n2[nH]c(-c3ccc(C(C)(C)C)cc3)cc2n1	68	62	28	72	49	66	59	84
O=C1/C(=C/c2coc3ccccc3c2=O)N=C(c2ccc(Cl)cc2)N1c1ccc(S(=O)(=O)Nc2nccs2)cc1	96	105	96	94	96	102	103	102
O=C(Cn1cc(C2(O)CCCCC2)nn1)Nc1nc2ccccc2s1	101	100	105	96	104	99	100	102

In the list so far, 14 have an aryl methoxy group:
SMILES	MOLT-4	K-562	MDA-MB-468	MCF7	SR	MDA-MB-435	BT-549	MDA-MB-231
COc1cccc(O)c1/C=C(/C)c1ccc2c(OC)cccc2[o+]1	107	96	112	94	88	87	96	101
COc1cc(C(=O)N2CCN(c3ccccc3)CC2)c2ccccc2n1	30	16	5.1*	16	·	-24*	13	5.7*
C=CCOC(=O)C1=C(C)NC2=C(C(=O)CC(c3ccc(Cl)cc3)C2)C1c1cc(OC)ccc1OC (centres undefined)	64	80	78	81	74	95	87	73
COc1ccccc1/C=C1\NC(=S)N(/C=C2\C(=O)Oc3ccccc3C2=O)C1=O	95	105	109	103	81	101	99	90
CCC(=O)C(CC)c1cccc(OC)c1 (centres undefined)	98	·	102	104	97	101	105	111
COc1ccc(/C=C/C(=O)n2nc(-c3ccccc3)nc2-c2ccccc2)cc1	90	95	110	97	96	104	103	99
COc1ccc(C(=O)Nc2nc3ccc(OC(F)(F)F)cc3o2)cc1	88	92	116	97	·	98	108	111
COc1ccc(/C=C/c2nc(Oc3ccc(C(C)=O)cc3)c3ccccc3n2)cc1	67	43	31	36	72	44	103	73
CCOC(=O)c1cc(-c2ccc(OC)cc2)[nH]c1NNC(C)=O	38	62	·	134	·	105	108	98
COc1ccc(C2=C/C(=C\c3ccc(Cl)cc3)C(=O)NN2C(=S)NN)cc1	98	94	83	75	93	109	101	96
COc1ccc(/C=N/NC2=NC3C(N2)N(C)C(=O)N3C)cc1 (centres undefined)	106	109	105	95	103	97	102	110
COc1ccc(Nc2nn3c(C)cc(C)nc3c2C(=O)Nc2ccc(C)cc2)c(OC)c1	107	108	92	101	·	105	96	108
COc1cc(CNC(=O)Cc2ccccc2)ccc1OCc1cn(-c2ccc(Cl)c(Cl)c2)nn1	106	93	81	93	101	96	95	105
COc1cc(CNC(=O)/C=C/c2ccccc2)ccc1OCc1cn(-c2cccc(C(F)(F)F)c2)nn1	83	67	86	82	·	97	88	91

Compound activity: PubChem, NCI
